# Pol eta inh: DNA polymerase eta (human) inhibition; Q9Y253; recombinant Pol eta, fluorescent DNA replication assay; Potency, µM (titrated, usually from 114 µM), inactives show top-dose activity change, negative = inhibition, most hits filed as inhibitors; actives 1.2% (n = 390,000); AID 588591; note: potency is the fitted concentration of half-maximal effect; % is set by controls: 0 for no effect and ±100 for the full control effect
#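 Pol eta (10 nM) was preincubated with compounds for 15 min at room temperature, after which fluorescent replication substrate (50 nM final) was added to start the reaction. Fluorescence was read kinetically at 0 and 10 min.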
# Glioma ERSR ind: induces the endoplasmic reticulum stress response in human glioma cells | U87-MG GRP78 promoter luciferase reporter, 16 h | actives 0.02% (n = 420,000) | Potency, µM, for inactives: top-dose activation, most hits filed as activators; note: potency is the fitted concentration of half-maximal effect; series mostly up to about 76 µM; % of control where 0% means no effect; nearly all actives have a fitted effect of over 35% in size
#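 Stably transfected U87-MG human glioma cells carrying a GRP78-based luminescent sensor were seeded at 1000 cells/well, pin-dosed with compounds and incubated 16 h. Luciferase reagent was then added, and end-point luminescence was read after 10 min at room temperature.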
# LDHA block: blocks human lactate dehydrogenase A; P00338; purified LDHA, NADH/diaphorase-resazurin fluorescence; hits give low values; actives 0.15% (n = 480,000); activity change, % (values are at about 110 or 230 µM); in the data active = activity change below about -30%; inconclusive = mostly about -25% to -30%;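 note: plate controls were DMSO wells for no effect and wells without enzyme for full effect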
#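 Enzyme activity of human lactate dehydrogenase 5 (2 nM; 0.06 mM NADH, 0.2 mM pyruvate, 5 min, RT) is measured via a resazurin/diaphorase fluorescence readout of residual NADH.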
# POLB inh: DNA polymerase beta (human) inhibition; P06746; Pol beta primer extension/strand displacement, fluorescence kinetic; Potency, µM (titrated, usually from 114 µM), for inactives: at the top dose activity change, negative = inhibition, hits mostly inhibitors; actives 1.3% (n = 340,000); note: potency is the fitted concentration of half-maximal effect; % is set by controls: 0 for no effect and ±100 for the full control effect
#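 Pol beta (10 nM) and compounds were preincubated 15 min at room temperature, then 50 nM substrate (final) started primer extension/strand displacement. Reads were taken at 0 and 10 min; concentration-response data were fitted to a four-parameter Hill equation.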
# POLK inh: inhibitors of human DNA polymerase kappa | purified Pol kappa, fluorescent DNA synthesis assay, 10 min | Potency, µM (series often up to 107 µM), inactives show top-dose activity, negative = inhibition, actives largely listed as inhibitors | actives 0.53% (n = 400,000); note: potency is the fitted concentration of half-maximal effect; % is set by controls: 0 for no effect and ±100 for the full control effect
#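 First, compounds were pin-transferred onto 10 nM Pol kappa. After 15 min at room temperature, substrate was added to 50 nM final. Fluorescence was then measured kinetically at 0 and 10 min.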
# APEX1 inh: APE1 (human) endonuclease inhibition; P27695; recombinant APE1, TAMRA/BHQ-2 abasic DNA cleavage fluorescence; Potency, µM (titrated, usually from 65.8 µM), for inactives: top-dose activity change, negative = inhibition, usual class: inhibitors; actives 0.35% (n = 350,000); AID 2517;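 note: potency is the fitted concentration of half-maximal effect; plate controls were vehicle for no effect and reference inhibitor for full effect; nearly all actives have a fitted effect of over 55% in size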
# Target sequence (P27695 whole entry, looked up): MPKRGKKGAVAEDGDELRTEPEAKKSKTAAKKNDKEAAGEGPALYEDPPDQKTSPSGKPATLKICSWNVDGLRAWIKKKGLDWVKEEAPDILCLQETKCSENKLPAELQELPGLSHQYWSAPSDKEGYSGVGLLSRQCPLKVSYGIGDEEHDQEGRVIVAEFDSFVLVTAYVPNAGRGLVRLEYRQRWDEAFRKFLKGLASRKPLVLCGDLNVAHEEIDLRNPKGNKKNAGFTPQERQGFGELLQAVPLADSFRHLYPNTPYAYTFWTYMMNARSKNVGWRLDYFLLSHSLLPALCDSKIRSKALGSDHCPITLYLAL
#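 Incision of a quenched TAMRA/BHQ-2 THF abasic-site duplex (50 nM) by 0.75 nM APE1, after 15 min compound preincubation, measured as fluorescence increase over three 60 s reads. Values normalized to buffer, DMSO and NSC13755 control wells.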
# Pol iota inh: inhibitors of human DNA polymerase iota | Q9UNA4 | Pol iota fluorescent replication assay, 10 min | Potency, µM (top dose mostly 115 µM), for the others: at the top dose activity, negative = inhibition, actives largely listed as inhibitors | actives 1% (n = 390,000); note: potency is the fitted concentration of half-maximal effect
# Target sequence (Q9UNA4 whole entry, looked up): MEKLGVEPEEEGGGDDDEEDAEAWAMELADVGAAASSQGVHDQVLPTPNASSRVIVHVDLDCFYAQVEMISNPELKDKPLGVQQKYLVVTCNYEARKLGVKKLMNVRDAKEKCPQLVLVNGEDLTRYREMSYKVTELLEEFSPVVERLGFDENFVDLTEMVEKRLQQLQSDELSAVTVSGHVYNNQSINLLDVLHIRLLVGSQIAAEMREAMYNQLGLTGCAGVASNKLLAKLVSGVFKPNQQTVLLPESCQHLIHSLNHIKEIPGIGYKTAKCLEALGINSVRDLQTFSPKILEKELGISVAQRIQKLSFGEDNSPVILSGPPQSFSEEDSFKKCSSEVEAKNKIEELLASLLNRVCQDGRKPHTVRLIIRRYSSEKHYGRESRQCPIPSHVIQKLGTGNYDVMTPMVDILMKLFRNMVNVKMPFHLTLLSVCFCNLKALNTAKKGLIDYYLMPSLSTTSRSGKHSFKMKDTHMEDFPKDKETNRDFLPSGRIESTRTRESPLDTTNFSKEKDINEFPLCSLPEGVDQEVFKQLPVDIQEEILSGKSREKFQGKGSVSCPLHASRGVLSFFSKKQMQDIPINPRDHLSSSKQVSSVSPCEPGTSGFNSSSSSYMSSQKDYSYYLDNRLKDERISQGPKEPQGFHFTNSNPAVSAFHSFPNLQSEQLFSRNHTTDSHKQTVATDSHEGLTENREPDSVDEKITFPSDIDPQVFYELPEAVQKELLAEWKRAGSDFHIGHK
#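 Pol iota at 10 nM preincubated 15 min with compounds at room temperature; reaction started with fluorescent substrate, 50 nM final. Fluorescence read kinetically at 0 and 10 min; buffer-only wells as negative control.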
# Apoferritin bind: candidate novel general anesthetic via apoferritin binding; P02791; Potency, µM (titrated, usually from 77.5 µM), without a hit: at the highest dose activity change, negative = displacement, actives largely listed as inhibitors; AID 485281; actives 0.074% (n = 350,000); apoferritin/1-aminoanthracene competitive binding, fluorescence; note: potency is the fitted concentration of half-maximal effect; % is set by controls: 0 for no effect and ±100 for the full control effect; nearly all actives have a fitted effect of over 20% in size
#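 Probe: 1-aminoanthracene (50% saturated, PBS). Protein: horse-spleen apoferritin, 10 uM. Incubation: 10 min, room temperature. Detection: 380 nm excitation, 535 nm emission. Analysis: normalized response, four-parameter Hill.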
# BLM helicase inh: Bloom syndrome helicase (human) inhibition; P54132; recombinant BLM DNA unwinding, fluorescence dequenching; Potency, µM (doses to about 56.1 µM), inactives show at the highest dose activity change, negative = inhibition, actives largely listed as inhibitors; actives 0.2% (n = 350,000); AID 2528;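 note: potency is the fitted concentration of half-maximal effect; plate controls were vehicle for no effect and no enzyme for full effect; nearly all actives have a fitted effect of over 35% in size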
# * = called active by the depositor; ? = inconclusive; nt = no result given; [ ] = another dose, or the depositor's remark. Unless noted, calls come from the whole dose curve; as a rule, active = well fitted curve in the direction sought with a large enough effect; inconclusive = small, poorly fitted or top-dose-only effect, or another doubt; inactive = no such curve, though single readings can be large; an effect the other way counts as inactive or inconclusive. The list is partial (hit frequency here may not be typical).
SMILES,Pol eta inh,Glioma ERSR ind,LDHA block,POLB inh,POLK inh,APEX1 inh,Pol iota inh,Apoferritin bind,BLM helicase inh
CCN(C1CCS(=O)(=O)C1)S(=O)(=O)c1ccc2ccccc2c1 (stereo not given),-10%,1%,-1,nt,13%,36%,37%[activator],nt,nt
Cc1cccc(-c2nc3c4ccccc4n(Cc4cccc(Cl)c4)c(=O)n3n2)c1,-15%,-4%,-9,-18%,-6%[60.1 µM],nt,6%,5%,-1%
COc1ccccc1C(=O)NCCc1nc2ccccc2[nH]1,-13%,6%,-1,42%,-3%,1%,-2%,-9%,0%
COc1ccc2c(c1)CCc1c(C(=O)Nc3ccc(OC)cc3OC)noc1-2,-8%,-3%,-5,5%,-18%,nt,-12%,40%[activator],-3%
Cc1cc(C)cc(SCc2noc(C(=O)NCC3CCCO3)c2C(=O)O)c1 (stereo not given),-16%,0%,2,18%,7%,-11%,7%,-7%,-2%
CCOC(=O)C1=CC[C@H]2c3c(c4ccc(OC)cc4n3C)C(=O)C1N2S(=O)(=O)c1ccc(C)cc1,-13%,-7%,-1,nt,-7%,-13%,-4%,nt,nt
COc1ccc(CCNCC(O)COc2c(C)cccc2C)cc1OC (stereo not given),8%,-9%,-22,-4%,-8%,-3%,13%,-14%,3%
COc1ccc(Cl)cc1NC(=O)COC(=O)CNC(=O)C1CCCCC1,-14%,-5%,-9,nt,1%,1%,-17%,nt,nt
O=C(NCCc1ccccc1Cl)C1CC(=O)N(C2CCCCC2)C1 (stereo not given),-15%,-1%,1,26%,14%,35%,37%[activator],2%,-4%
COc1ccc(C2C(C(=O)c3cccs3)=C(O)C(=O)N2c2nnc(C)s2)cc1OC (stereo not given),-4%,2%,7,12%,-14%,-3%,-9%,?,-1%
COc1cc(NC(=O)Nc2ccc3c(c2)OCO3)cc(OC)c1OC,-13%,2%,-13,-2%,-13%,-1%,62%[activator],1%,-1%
Cc1nnc(SCC(=O)N2CCOCC2)c2ccccc12,-6%,-9%,5,-6%,5%,3%,3%,-16%,1%
Cc1cccc(C)c1NC(=O)CN1C(=O)c2cccc3cccc1c23,-15%,-2%,3,2%,-2%[60.1 µM],nt,7%,99%[activator],1%
O=C(CC(C(=O)O)c1ccccc1)Nc1cccc2ccccc12 (stereo not given),-3%,-3%,-2,19%,0%,-2%,6%,-8%,-1%
O=C(OC[C@H]1O[C@@H](OC(=O)c2cc(O)c(O)c(OC(=O)c3cc(O)c(O)c(O)c3)c2)[C@H](OC(=O)c2cc(O)c(O)c(OC(=O)c3cc(O)c(O)c(O)c3)c2)[C@@H](OC(=O)c2cc(O)c(O)c(OC(=O)c3cc(O)c(O)c(O)c3)c2)[C@@H]1OC(=O)c1cc(O)c(O)c(OC(=O)c2cc(O)c(O)c(O)c2)c1)c1cc(O)c(O)c(OC(=O)c2cc(O)c(O)c(O)c2)c1,nt,nt,?,nt,-99%,0.0053µM*,-104%,nt,nt
COc1ccc(-n2ncc3c2ncn2nc(-c4ccc(OC)c(OC)c4)nc32)cc1,nt,nt,-2,25%,17%,nt,-2%,4%,0%
CCCCOc1ccc(/C=C/C(=O)N(CC)CC(=O)Nc2ccc3c(c2)OCCO3)cc1OC,-7%,-3%,-5,nt,-9%,-13%,1%,nt,nt
CC(/C=N/n1c(-c2ccco2)n[nH]c1=S)=C\c1ccco1,?,-4%,-5,28µM*,-6%,12%,?,-6%,-10%
Cc1cccc(C(c2c(C)nn(-c3ccccc3)c2N)c2c(C)nn(-c3ccccc3)c2N)c1,-20%,-3%,2,9%,0%,-1%,-9%,-6%,1%
CN(C)c1cccc(C(=O)NNC(=O)CSc2ccccc2)c1,9%,2%,-4,18%,-4%,36%,-6%,-13%,1%
Cc1cc(C)nc(NC(C)(C)C(=O)O)n1,1%,-4%,-1,8%,-3%,2%,-20%,-2%,-2%
C=CCOc1ccccc1/C=N/n1nnnc1N,-16%,-3%,-6,27%,1%,27%,178%[activator],-10%,-2%
Fc1ccc(COc2ccccc2-c2ccnc3ncnn23)cc1,-12%,7%,-1,2%,8%,-3%,-15%,-14%,-2%
COc1cc(C2CC(=O)Nc3ccccc3S2)cc(OC)c1OC (stereo not given),-11%,-2%,-10,-20%,-6%,0%,50%[activator],-12%,-1%
CC(C)Cn1c(CCCNC(=O)c2ccco2)nc2ccccc21,-5%,-5%,-2,?,-2%,51%[activator],14%,6%,0%
O=C(CC(c1ccccc1)c1ccccc1)NCCO,-12%,-4%,-7,16%,-9%,-4%,4%,-12%,-3%
COc1ccc(C(=O)Nc2c3c(nn2-c2ccc([N+](=O)[O-])cc2)CS(=O)(=O)C3)cc1,-26%,-3%,-16,17%,-8%,28%,25%,-1%,-2%
O=C(CSc1ccc2c(c1)OCCO2)Nc1cccc(S(=O)(=O)N2CCCCC2)c1,-15%,-2%,-5,3%,0%,-1%,34%[activator],-11%,-9%
C/C(CC(=O)Nc1cc(Cl)ccc1Cl)=N\NC(=O)c1ccccc1Br,-9%,-4%,0,7%,8%,-6%,27%,-12%,-11%
O=C(Nc1ccc(-c2noc(COc3ccccc3Cl)n2)cc1)c1ccco1,-8%,-6%,-1,29%,-22%,0%,-3%,-15%,-8%
O=C(CCCCn1c(=O)c2ccccc2n(Cc2ccc(Cl)cc2)c1=O)NCc1ccccc1Cl,-4%,-5%,-12,33%,2%,nt,23%,39%[activator],-8%
O=C(CSc1nc2c([nH]c3ccccc32)c(=O)n1-c1cccc(Cl)c1)NCc1ccccc1,-6%,0%,-12,43%[activator],-6%[60.1 µM],nt,9%,-3%,-1%
O=C(Nc1ccccc1C(=O)NCC1CCCO1)c1ccccc1F (stereo not given),-20%,-2%,-3,0%,-5%,34%,20%,-3%,-3%
Cc1nnc2sc(SCC(=O)Nc3nccs3)nn2c1=O,-13%,0%,0,3%,2%,1%,14%,-5%,0%
Cc1cc(OCCCN2CCN(Cc3ccccc3)CC2)ccc1[N+](=O)[O-],-22%,-4%,?,4%,8%,-1%,45%[activator],-13%,-1%
Cn1cccc1C(=O)N1CCC2(CC1)CCN(c1ncccn1)CC2,nt,-4%,nt,nt,-5%[60.1 µM],-2%,nt,nt,2%
O=C1CCCC2=C1C(c1cccs1)n1nc(SCc3ccccc3)nc1N2 (stereo not given),-5%,1%,-7,1%,0%,-2%,-3%,-11%,-3%
CC(=O)c1ccc(S(=O)(=O)NCCc2cn3ccc(C)cc3n2)cc1,-2%,-5%,-1,nt,-7%,nt,?,nt,nt
CC(=O)CSc1ccc(-c2nc3cc(C)c(C)cc3[nH]2)cn1,-18%,-13%,-1,11%,-8%,8%,108%[activator],-2%,-7%
N[C@H](COP(=O)(O)O)C(=O)O,nt,5%,nt,nt,4%[19.4 µM],nt,nt,1%,-4%
CCc1cccc(C)c1NC(=O)Cn1c(=O)cc(C(F)(F)F)c2c(C)nn(C)c21,-11%,-2%,-1,6%,2%,nt,27%,-15%,0%
CCc1ccc(C(C)NC(=O)COC(=O)c2ccc(-n3cnnn3)cc2)cc1 (stereo not given),0%,-2%,-3,nt,-2%,9%,19%,nt,nt
CCN(CC)c1nc2c(S(=O)(=O)c3ccccc3)nnn2c2ccc(Cl)cc12,-2%,4%,-4,-1%,-12%,nt,8%,?,-3%
COc1ccc(/C=C/C(=O)NCCc2nc3ccccc3[nH]2)cc1,-18%,2%,-2,?,-2%,?,41%[activator],-8%,8%
O=C(NCc1ccccn1)c1nn(-c2ccccc2Cl)nc1CO,-17%,-2%,0,2%,-11%,nt,36%[activator],6%,0%
CCOc1ccc(CN(C)C(=O)CNC(=O)c2sc3ccccc3c2Cl)cc1,-16%,-1%,-3,nt,1%,-10%,22%,nt,nt

# Another view of 11 compounds above.
# Under each structure – Pol eta inh, Glioma ERSR ind, LDHA block, POLB inh, POLK inh, APEX1 inh, Pol iota inh, Apoferritin bind, BLM helicase inh
- Cc1cc(OCCCN2CCN(Cc3ccccc3)CC2)ccc1[N+](=O)[O-]
  -22%, -4%, ?, 4%, 8%, -1%, 45%[activator], -13%, -1%
- Cn1cccc1C(=O)N1CCC2(CC1)CCN(c1ncccn1)CC2
  nt, -4%, nt, nt, -5%[60.1 µM], -2%, nt, nt, 2%
- O=C1CCCC2=C1C(c1cccs1)n1nc(SCc3ccccc3)nc1N2 (stereo not given)
  -5%, 1%, -7, 1%, 0%, -2%, -3%, -11%, -3%
- CC(=O)c1ccc(S(=O)(=O)NCCc2cn3ccc(C)cc3n2)cc1
  -2%, -5%, -1, nt, -7%, nt, ?, nt, nt
- CC(=O)CSc1ccc(-c2nc3cc(C)c(C)cc3[nH]2)cn1
  -18%, -13%, -1, 11%, -8%, 8%, 108%[activator], -2%, -7%
- N[C@H](COP(=O)(O)O)C(=O)O
  nt, 5%, nt, nt, 4%[19.4 µM], nt, nt, 1%, -4%
- CCc1cccc(C)c1NC(=O)Cn1c(=O)cc(C(F)(F)F)c2c(C)nn(C)c21
  -11%, -2%, -1, 6%, 2%, nt, 27%, -15%, 0%
- CCc1ccc(C(C)NC(=O)COC(=O)c2ccc(-n3cnnn3)cc2)cc1 (stereo not given)
  0%, -2%, -3, nt, -2%, 9%, 19%, nt, nt
- CCN(CC)c1nc2c(S(=O)(=O)c3ccccc3)nnn2c2ccc(Cl)cc12
  -2%, 4%, -4, -1%, -12%, nt, 8%, ?, -3%
- COc1ccc(/C=C/C(=O)NCCc2nc3ccccc3[nH]2)cc1
  -18%, 2%, -2, ?, -2%, ?, 41%[activator], -8%, 8%
- O=C(NCc1ccccn1)c1nn(-c2ccccc2Cl)nc1CO
  -17%, -2%, 0, 2%, -11%, nt, 36%[activator], 6%, 0%
